A549 viability = Nrf2 qHTS screen for inhibitors: counterscreen for cytotoxicity; A549 ARE-Fluc cells, CellTiter-Fluor viability, 18-24 h; Potency, µM (top dose mostly 46 µM), for inactives: top-dose activity change, negative = cytotoxicity, most hits filed as inhibitors; actives 0.16% (n = 390,000); further: potency means the concentration at half of the fitted maximal effect; on the % scale 0 is the no-effect control and ±100 the full control effect
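Cytotoxicity counterscreen: CellTiter-Fluor fluorescence was measured in A549 ARE_Fluc cells after 18-24 h of compound exposure in a concentration series. The subsequent BugLite luminescent read reports ARE-luciferase activity.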
MmCpn inh = Inhibitors of TCP-1 ring complex (TRiC) of Methanococcus maripaludis (MmCpn): qHTS; Chaperonin Mm-Cpn (Methanococcus maripaludis); purified Mm-Cpn ATPase, ADP Transcreener TR-FRET; Potency, µM (series often up to 76.9 µM), inactives show at the top dose activity, negative = inhibition, usual class: inhibitors; actives 0.031% (n = 330,000); further: potency means the concentration at half of the fitted maximal effect; on the % scale 0 is the no-effect control and ±100 the full control effect; nearly all actives have a fitted effect of over 80% in size
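Compound-treated chaperonin, 25 nM final, turns over 10 uM ATP at 37°C for 30 min following a 10 min preincubation; ADP generated competes with ADP-d2 for Eu-cryptate antibody, lowering FRET.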
Nrf2 block = Nrf2 qHTS screen for inhibitors | actives 2.1% (n = 360,000) | AID 504444, 2011 | A549 ARE-Fluc reporter, luciferase luminescence, 18-24 h | Potency, µM (series often up to 46 µM), inactives show at the top dose activity change, negative = inhibition, most hits filed as inhibitors; further: potency means the concentration at half of the fitted maximal effect; on the % scale 0 is the no-effect control and ±100 the full control effect; nearly all actives have a fitted effect of over 60% in size
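A549 ARE_Fluc cells (5000/well, 5% FBS OPTI-MEM) pre-incubated 2 h, then treated with compounds 18-24 h at 37C/5% CO2 in concentration-response. CellTiter-Fluor viability read first; BugLite luciferase luminescence after 15 min at room temperature gives Nrf2 activity.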
CCT chaperon mod = High-Throughput Screening for Modulators of Cytosolic Chaperonin Activity. AID 651819, 2012. purified chaperonin ATPase assay, HTRF ADP detection, 30 min. actives 0.3% (n = 360,000). activity change, % (concentration not given with the values), hits read low; in the data active means activity change below about -30%; further: on the % scale 0 is the no-effect control and ±100 the full control effect
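ATPase activity: ADP formed was measured by HTRF Transcreener (665/615 nm ratio) after 30 min at 37 deg C with 10 uM ATP. Compounds screened at one 76 uM concentration against 40 or 20 nM TRiC in Tris pH 7.4/KCl/MgCl2/DTT buffer.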
Nrf2 activator = qHTS of Nrf2 Activators. AREc32 ARE-luciferase reporter (MCF7-derived line), luminescence, 24 h. actives 0.31% (n = 410,000). AID 624171, 2012. Potency, µM (series often up to 46.1 µM), for the others: at the highest dose activation, actives largely listed as activators; further: potency means the concentration at half of the fitted maximal effect; % of control where 0% means no effect; nearly all actives have a fitted effect of over 65% in size
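ARE activation measured as luciferase luminescence (Steady-Glo, 30 min RT) in AREc32_Fluc cells after 24 hr compound exposure at 37 deg C, 5% CO2; cells seeded overnight at 1000/well in OPTI-MEM, 5% FBS.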
TGFb SMAD3 inh = qHTS for Inhibitors of TGF-b | HepG2 CAGA-GFP TGF-b/SMAD3 reporter, GFP fluorescence, 18 h; TGF-beta stimulated, 500 pg/mL final | Potency, µM (doses to about 46.1 µM), for the others: at the highest dose activity, negative = inhibition, usual class: inhibitors | actives 1.2% (n = 410,000) | AID 588855, 2011; further: potency means the concentration at half of the fitted maximal effect; on the % scale 0 is the no-effect control and ±100 the full control effect; nearly all actives have a fitted effect of over 65% in size
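First, reporter cells (HEPG2 CAGA-GFP) rested 2 h at 37 degrees C. Next, compounds were pinned in and TGF-beta added to 500 pg/mL final. After 18 h, GFP was imaged per cell and summed per well.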
pAkt inh = HTS Assay for Inhibitors of Akt Phophorylation: Primary Screen. activity change, % for hits at 50 µM. Neuro2A IGF-stimulated pAkt S473 HTRF, 20 min; active compounds read low. actives 0.32% (n = 360,000); in the data active means activity change below about -80%; inconclusive means mostly about -51% to -80%; further: on the % scale 0 is the no-effect control and ±100 the full control effect
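Neuro2A cells in DMEM with 0.5% FBS, overnight at 37 deg C, given compound at single 50 µM final, then IGF (6 nM final) for 20 min at 37 deg C. Lysed; phospho-Akt Ser473 by HTRF after 24 h, 665/615 ratio.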
Abeta yeast res = qHTS for compounds that reverse cellular toxicity of Amyloid beta (A-beta) peptide in yeast: Primary Screen; actives 0.063% (n = 410,000); Potency, µM (top dose mostly 46.1 µM), for inactives: at the top dose growth rescue, actives largely listed as activators; AID 1347071, 2019; yeast expressing A-beta42, growth rescue, OD600, 48 h; response scale: 0% DMSO, 100% iron-clioquinol control; further: potency means the concentration at half of the fitted maximal effect; nearly all actives have a fitted effect of over 55% in size
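Growth rescue measured by 600 nm absorbance after 48 h yeast culture at 30 C with compound. Values normalized between DMSO and an equimolar ferric chloride plus clioquinol control.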
HepG2 viability = qHTS for Inhibitors of TGF-b: Cytotox Counterscreen | HepG2 CAGA-GFP viability, ATP luminescence, 18 h | Potency, µM (top dose mostly 46.1 µM), without a hit: at the top dose activity change, negative = cytotoxicity, usual class: cytotoxic | actives 0.76% (n = 410,000) | AID 588856, 2011; further: potency means the concentration at half of the fitted maximal effect; some results filed as inactive show a strong effect at the top dose
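CellTiter-Glo luminescence gave cytotoxicity after 18 hours at 37 degrees C. The cells were HepG2 CAGA-GFP in 1% FBS DMEM, stimulated with 500 pg/mL TGF-beta after compound addition. %Activity was normalised to no-cell wells (complete cell-killing) and DMSO (no toxicity), and curves were fitted and classified.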
* marks the source's active call; other numbers are inactive results; i = inactive; ? = inconclusive; . = not tested or not shown; & = joins results of further samples; [ ] = another dose, or the depositor's remark. Unless noted, the call rests on the fitted dose curve; in most records, active means well fitted curve in the direction sought with a large enough effect; inconclusive means small, poorly fitted or top-dose-only effect, or another doubt; inactive means no such curve, though single readings can be large; an effect the other way counts as inactive or inconclusive.

SMILES | A549 viability | MmCpn inh | Nrf2 block | CCT chaperon mod | Nrf2 activator | TGFb SMAD3 inh | pAkt inh | Abeta yeast res | HepG2 viability
Cc1ccc(CNC(=O)c2ccc3c(c2)S(=O)(=O)c2ccccc2C3=O)cc1 | 7.5% | . | -12.1% | -0.8 | -0.1% | 3.7% | i | -13.0% | 4.5%
Cn1nnc(NCc2cc(Br)ccc2OCc2ccccc2F)n1 | -8.7% | -2.9% | ? | -2.8 | 0.4% | -3.1% | i | 0.8% | -9.7%
CN(C)CC(=O)c1c(N)n(Cc2ccccc2)c(=O)n(C)c1=O | 0.0% | 1.1% | 2.0% | -1.3 | 1.7% | 30.3%[activator] | i | -9.1% | 1.9%
CCC(C)C(Nc1ncnc2scc(-c3ccccc3)c12)C(=O)O (centres undefined) | 1.9% | -0.2% | -20.4% | 1.8 | -0.6% | -1.9% | i | -6.3% | -14.0%
CC1CCN(C(=O)Cn2c(SCC(=O)Nc3ccc(F)cc3)nc3ccccc32)CC1 | -9.1% | . | . | . | 4.0% | -7.4% | . | 4.3% | 8.1%
O=C(CCS(=O)(=O)c1ccccc1)Nc1ccccc1N1CCOCC1 | 11.1% | 1.8% | -7.6% | -1.3 | 3.1% | ? | i | -10.6% | -12.5%
C=CCn1c(SCC(=O)Nc2cc(C)on2)nnc1-c1ccncc1 | . | . | . | 1.0 | -0.3% | -8.5% | i | 4.9% | 7.4%
O=c1c2[nH]c3cccc(Cl)c3c2ncn1CCN1CCCCC1 | -2.2% | 0.6% | . | 2.0 | 0.2% | 28.3% | i | 11.1%[9.22 µM] | 13.4%
CCCNc1c(NC(=O)c2cccs2)c(=O)oc2ccccc12 | 1.2% | 3.2% | -11.1% | 1.9 | 0.3% | -13.7% | i | 3.8% | -2.6%
CN1CCN(NC(=O)Nc2cc(Cl)cc(Cl)c2)CC1 | 0.4% | 0.1% | 2.5% | -6.8 | -0.6% | -22.4% | i | 4.0% | -20.3%
CS(=O)(=O)N1CCc2cc(C(=O)N3CCN(c4ccccc4F)CC3)ccc21 | 10.1%&5.9% | 2.3% | -3.1%&24.1% | -1.9 | 0.1%&3.6% | ? | i | 1.4%&-16.3% | 17.5%&-3.4%
O=C(CN1CCOCC1)Nc1cccc(Br)c1 | -2.3% | 0.9% | . | -1.8 | 0.2% | 1.1% | i | -1.2% | 3.2%
O=C(CSC1=NCCN1)C1COc2ccccc2O1 (centres undefined) | 2.1% | 0.2% | . | -2.9 | 2.9% | 2.4% | . | 7.9% | 2.1%
CCOc1ccc(C(=O)SC2=NCCS2)cc1 | -1.9% | -0.4% | ? | 1.2 | 0.4% | -2.7% | i | -72.2%[inhibitor] | -20.8%
O=C(CCCn1c(=O)[nH]c2cc(Cl)ccc2c1=O)NCCC1=CCCCC1 | 0.6% | 0.2% | 12.3% | -1.1 | -0.2% | -14.9% | i | 14.3% | 1.8%
COC[C@H](NS(=O)(=O)c1ccc(Br)cc1F)[C@@H](O)c1ccccc1 | . | . | . | -0.7 | -0.7% | -4.6% | i | 3.5% | -2.0%
OC(c1ccc2c(c1)OCO2)c1ncc(-c2ccc(Cl)cc2)[nH]1 (centres undefined) | . | . | . | 0.6 | 3.8% | -1.3% | i | -16.6% | -5.9%
CC(C)N1CC2(CC(c3ccccc3F)=NO2)CN1C(=O)c1ccco1 (centres undefined) | . | . | . | -8.2 | 7.2% | ? | i | 4.1% | -12.0%
O=C(COc1cccnc1[N+](=O)[O-])Nc1cc(Cl)ccc1Cl | -1.7% | 1.5% | ? | -2.0 | 2.5% | -0.8% | i | -2.6% | -10.7%
Cc1ccc(S(=O)(=O)N2CCCCC2)cc1NC(=O)c1cc2ccccc2o1 | -14.9% | -21.8% | 10.1% | -0.2 | -0.7% | 7.6% | i | 2.6% | 0.3%
Cc1cc(=O)oc2cc(OCC(=O)NC3CCCC3)ccc12 | 1.3% | 1.3% | -4.5% | -1.5 | -0.2% | 5.0% | i | 1.6% | 7.1%
CCc1cc2c(SCC(=O)NC3CCCC3)ncnc2s1 | . | . | . | -0.9 | 0.3% | -11.8% | i | -17.2% | -17.2%
CCN(CC)C(=O)c1c(NC(=O)c2cccc(C)c2)sc2c1CCC(C)C2 (centres undefined) | -1.1% | . | -11.6% | . | 6.2% | 0.8% | . | 3.1% | -1.0%
CCN(CC)CCOC(=O)c1ccccc1Br | -1.4% | 1.1% | -7.3% | -3.4 | -1.7% | -1.6% | i | 0.7% | -4.4%
Cc1ccsc1/C=N/NC(=O)Nc1ccccc1 | 3.2% | -3.4% | ? | 0.5 | 5.0% | -2.7% | i | 3.5% | -9.9%

Results in CCT chaperon mod, for some of the entries so far:
Structure | CCT chaperon mod
O=c1c2[nH]c3cccc(Cl)c3c2ncn1CCN1CCCCC1 | 2.0
CCCNc1c(NC(=O)c2cccs2)c(=O)oc2ccccc12 | 1.9

Other structures:
SMILES | A549 viability | MmCpn inh | Nrf2 block | CCT chaperon mod | Nrf2 activator | TGFb SMAD3 inh | pAkt inh | Abeta yeast res | HepG2 viability
Cc1ccc(C)c(NS(=O)(=O)c2cc(C(=O)NCc3ccccn3)ccc2C)c1 | -14.6% | 0.5% | -13.2% | -1.4 | 1.5% | 5.2% | i | -20.7% | -11.5%
O=C(Nc1ccc(C(=O)N2CCCC2)cc1)Nc1ccc(Cl)cc1Cl | 3.8% | 2.1% | 7.0% | -1.9 | 2.5% | 23.7% | i | -7.2% | 33.4%
c1ccc(Cc2nnc3sc(C4COc5ccccc5O4)nn23)cc1 (centres undefined) | 5.1% | -2.2% | 9.3% | -0.6 | -0.4% | ? | i | 4.9% | -25.2%
CCc1cccc(NC(=O)c2ccc(CN3C(=O)C(C)=C(c4ccc(OC)cc4)S3(=O)=O)cc2)c1 | 4.7% | . | ? | . | -0.4% | 4.7% | . | 5.8% | 4.0%
COc1ccc(C(CC(=O)NCCCN2CCOCC2)NS(=O)(=O)c2ccc(C)cc2)cc1 (centres undefined) | 0.0% | -1.2% | . | 0.3 | 0.0% | 14.2% | i | -6.5%[9.22 µM] | 14.4%
CCOC(=O)C1=NN(C(=O)c2ccccc2)C(O)(c2ccc(C)cc2)C1 (centres undefined) | -0.8% | -0.9% | -1.1% | 0.2 | 12.6% | -17.3% | i | 8.0% | 0.5%
Cc1cccc(OCCCC(=O)Nc2ccc(N(C)C)cc2)c1 | 7.1% | -1.0% | ? | -4.1 | 5.0% | -16.2% | i | -12.3% | 4.4%
Cc1ccc(NC(=O)Cn2c(=O)c3cccn3c3ccccc32)c(C)c1 | 5.1% | 1.4% | -10.1% | -1.7 | 0.1% | 0.2% | i | -6.3% | 7.8%
CN(C(=O)CNc1ccccc1Cl)C1CCS(=O)(=O)C1 (centres undefined) | -2.2% | -0.3% | 10.2% | -0.9 | -0.2% | 0.8% | i | 6.5% | -1.1%
CCc1ccc(S(=O)(=O)c2c(C(=O)c3ccc(C)c(C)c3)cnc3ccccc23)cc1 | 2.7% | . | 10.0% | . | 20.2% | 13.4% | . | -4.1% | -3.5%
Cc1c(C(=O)Nc2ccccc2[N+](=O)[O-])csc1-c1ccccc1 | 7.8% | 2.1% | ? | -1.0 | ? | -1.3% | i | -9.0% | -35.1%
Cc1ccccc1-c1cc2nc(Nc3ccc(F)cc3)n(C)c(=O)c2s1 | . | . | . | -6.1 | -0.4%[9.22 µM] | ? | i | 2.3% | -84.6%
COc1ccccc1OCCNC(=O)c1ccco1 | 0.8% | -8.1% | 14.8% | 0.0 | 4.0% | 0.0% | i | 3.1% | 0.9%
COc1ccc(NS(=O)(=O)c2ccc(C)c(C(=O)NCc3cccnc3)c2)cc1 | 9.3% | -1.4% | 4.5% | -1.3 | 0.9% | 31.5% | i | 17.4% | 16.2%
CCn1nc(CC(=O)Nc2ccc(-n3cnnn3)c(OC)c2)c2ccccc2c1=O | 2.2% | 1.1% | 5.1% | 0.9 | -0.5% | -9.0% | i | ? | -18.6%
COc1ccc(-n2c(SCC(=O)NCCCN3CCCC3=O)nnc2C(C)N2CCCCC2)cc1 (centres undefined) | 8.5% | 3.8% | 2.5% | -1.0 | 0.1% | -1.8% | i | -3.5% | -9.4%
Cc1ccccc1N1CCN(S(=O)(=O)c2ccccc2)CC1 | 4.1%&1.4% | 3.6% | 4.7%&-12.6% | -0.3 | 4.2%&-0.3% | -6.3%&3.5% | i | 8.3%&28.3% | -30.6%&-27.8%
CN(C(=O)CCNC(=O)Cn1cnc2ccccc2c1=O)c1ccc(F)cc1 | 0.8% | 0.9% | -3.3% | 0.1 | -0.8% | 5.6% | i | -11.5% | -6.2%
C[C@@H](C(=O)Nc1nc2ccccc2s1)N1C(=O)C2CC=CCC2C1=O (some centres undefined) | -2.5% | -1.8% | 3.4% | -6.3 | 3.7% | -0.3% | i | 11.6% | -32.7%
COc1cc(OC)nc(Nc2nc(C(C)N)cs2)n1 (centres undefined) | . | . | . | 0.1 | 0.2% | 1.2% | i | -8.0% | -4.4%
COc1cc(C(F)(F)F)nc(-c2ccccn2)n1 | 1.3% | 1.2% | -5.5% | -19.5 | -0.4% | -3.0% | i | 3.9% | 14.6%

From PubChem BioAssay
